Screens deposited in PubChem by several laboratories.
MITF TRPM1 inh: inhibitors of MITF-dependent TRPM1 promoter reporter, primary screen, cell-based, SK-MEL-5, single point, luciferase; SK-MEL-5 TRPM1 promoter luciferase, 24 h; inhibition, % at 12.5 µM; 0.83% of 330,000 active;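 active = mean inhibition across replicates of 60% or more, whatever share of single replicates reaches that level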; also: values of inactives mirror those of a sister screen read the other way
HIF-2a inh: HIF-2a reporter inhibitors, primary screen, luminescence, 786-0 RCC cells; 786-0 RCC cells HIF-2a reporter, luciferase luminescence, overnight; inhibition, % at 18.8 µM; 0.72% of 360,000 active;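 active = inhibition of the luminescence signal of 40% or more relative to plate controls, in a single-dose primary screen at 18.75 µM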
KKLEB tox: cytotoxicity in KKLEB CF airway cells, primary screen, cytotoxicity control for CF NF-kB inhibitor project, cell-based, uHTS, fluorescence assay plates; KKLEB CF airway cells viability, ATPlite luminescence, overnight; stronger effect = lower value; cells stimulated with P. aeruginosa culture filtrate; activity change (cytotoxicity), % at 5 µM; 0.36% of 360,000 active; AID 602141, 2011;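 active = corrected activity change at or below -50% at 5 µM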
aDG glyco act: activators of alpha-DG glycosylation, primary screen, uHTS, Pro5-aDG cells, AlphaScreen | alpha-DG glycosylation AlphaScreen (IIH6); 0% Pro5, 100% B10-LARGE cell signal | activation, % at 10 µM | 0.22% of 360,000 active | AID 624168, 2012;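 active = activation of at least 8% versus controls, or a plate z-score of at least 8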;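 also: Pro5 are CHO cells carrying HIG-tagged alpha-DG that lacks glycosylation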
NR2E3 ag-1: inhibitors of NR2E3-RetCOR corepressor binding, primary screen, NR2E3 agonist project, biochemical, TR-FRET, GST-NR2E3, biotin-RetCOR | 1536-well | AID 2300, 2010 | inhibition of corepressor binding, % at 4.78 µM | Photoreceptor-specific nuclear receptor (Homo sapiens), Q9Y5X4 | 0.12% of 320,000 active;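 active = percent inhibition above the cutoff of mean plus 3 SD of all tested compounds, set per screening campaign, cut at about 20% in these data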;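 also: 0% = DMSO wells and 100% = biotin wells as full block of FRET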
Target sequence (Q9Y5X4 whole entry, looked up): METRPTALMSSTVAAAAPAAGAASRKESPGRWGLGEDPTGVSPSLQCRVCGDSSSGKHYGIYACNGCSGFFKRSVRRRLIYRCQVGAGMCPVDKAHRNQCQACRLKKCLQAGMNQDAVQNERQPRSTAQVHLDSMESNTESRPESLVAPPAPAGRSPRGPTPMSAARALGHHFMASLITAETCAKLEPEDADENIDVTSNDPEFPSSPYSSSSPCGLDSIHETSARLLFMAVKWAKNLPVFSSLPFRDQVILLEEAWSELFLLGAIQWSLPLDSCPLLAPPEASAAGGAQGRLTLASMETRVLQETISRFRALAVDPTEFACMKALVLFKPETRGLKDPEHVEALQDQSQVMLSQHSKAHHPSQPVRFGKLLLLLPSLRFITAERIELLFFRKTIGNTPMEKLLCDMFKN
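Material: NR2E3–RetCOR corepressor complex / Incubation: Compound–protein incubation for 5 h at 4 °C / Dosing: compound at 4.8 µM, single dose / Detection: time-resolved FRET / Benchmarks: high control biotin, low control 0.6% DMSO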
Peg3 promoter: Peg3 promoter-driven luciferase inhibitors, primary screen, cell-based, HeLa, luciferase luminescence; HeLa PEG-Prom luciferase reporter, overnight; inhibition, % at 20 µM; 1.7% of 360,000 active;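 active = inhibition of at least 50% at 20 µM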
CF NFkB block: inhibitors of PAF-induced NF-kB signaling, primary screen, cell-based, GFP fluorescence, uHTS; KKLEB NF-kB-GFP reporter, GFP fluorescence overnight; AID 588850, 2011; 0.86% of 360,000 active; inhibition, % at 5 µM;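 active = at least 50% inhibition at 5 µM, scaled per plate between neutral and stimulator controls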;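 also: PAF is a Pseudomonas aeruginosa culture filtrate used as stimulus; plate controls were PAF-stimulated DMSO wells for no effect and unstimulated DMSO wells for full effect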
NR2E3 ag-2: NR2E3 agonists in two-hybrid cells, primary screen, cell-based, luminescence, CHO-S, Gal4-NCOR/VP16-NR2E3; Photoreceptor-specific nuclear receptor (Homo sapiens), Q9Y5X4; luciferase; inhibition of corepressor binding, % at 3.98 µM; 0.35% of 360,000 active; AID 602229, 2012;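 active = inhibition above the mean of all tested compounds plus 3 SD, cut at about 70% in these data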;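 also: 0% = DMSO with NR2E3 transfected cells and 100% = cells lacking NR2E3 construct; higher means lower luciferase signal from less NR2E3 corepressor binding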
TWEAK Fn14 block: inhibitors of TWEAK-Fn14 signaling, primary screen, luciferase reporter cells, uHTS | TWEAK-stimulated Fn14 reporter cells, luciferase luminescence, 8 h | inhibition, % at 10 µM | 2% of 360,000 active; in the data active = inhibition above about 50%
Shn3 3UTR inh: reduction of Shn3 3'UTR firefly luciferase signal, primary screen, Schnurri-3 inhibitor project, cell-based, Clone20 osteoblasts, set 2 | Clone20 osteoblast Shn3 3'UTR firefly luciferase, 24 h | inhibition, % at 12.5 µM | 0.52% of 360,000 active;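 active = mean inhibition of at least 75% with every replicate also reaching 75%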;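 also: 0% = median of neutral control wells and 100% = pilot-screen positive control compound; some compounds past the cut are filed as inactive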
iPSC survival up: enhancers of single-cell hiPSC survival, primary screen, ATPlite luminescence; 100% = ROCK inhibitor wells, 0% = DMSO; survival enhancement, % at 20 µM; 0.044% of 360,000 active; AID 602274, 2012; in the data active = survival enhancement above about 18%;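 also: cells exposed to compounds for 16 hours before the ATP read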
* marks the source's active call; other numbers are inactive results; nt = not tested or not shown.

Structure | MITF TRPM1 inh | HIF-2a inh | KKLEB tox | aDG glyco act | NR2E3 ag-1 | Peg3 promoter | CF NFkB block | NR2E3 ag-2 | TWEAK Fn14 block | Shn3 3UTR inh | iPSC survival up
Cc1c(Cl)cccc1NC(=O)CCC(=O)NNC(=O)c1ccccc1 | -4 | 2 | 17 | 0.0 | 0 | 2 | 5 | -6 | -11 | -15 | 1.7
Cc1cccc(N2C(=O)CS/C2=N\NC(=O)c2ccc(Br)cc2)c1C | -6 | -20 | -11 | 0.0 | 2 | -25 | 7 | -1 | 0 | -19 | 3.0
N#Cc1ccc(OCC(=O)N2CCc3ccccc32)cc1 | -65 | -149 | 11 | 0.2 | nt | -170 | -22 | -15 | -18 | -26 | -0.4
CCN(CC)C(=O)C(=O)Nc1ccc(OC)c(Cl)c1 | 2 | -49 | -9 | 0.0 | 3 | -22 | 24 | -31 | -12 | -10 | 8.1
O=C(NCc1ccccc1Cl)C1CCC(CNc2c(N3CCCCC3)c(=O)c2=O)CC1 (centres undefined) | -17 | 9 | -11 | 0.0 | 1 | -9 | -4 | -12 | -52 | -4 | -0.2
Cc1cccc(C)c1NC(=O)C1(C)CCC(=O)N1CCCn1ccnc1 (centres undefined) | nt | 14 | -10 | 0.1 | nt | -15 | -4 | -5 | 11 | -14 | -0.6
O=S(=O)(NCC1CCCO1)c1cnc(Cl)c(Br)c1 (centres undefined) | 3 | 11 | -13 | 0.9 | -1 | 1 | -5 | -30 | -14 | -16 | -2.6
CC(OC(=O)CC1CCCC1)C(=O)Nc1ccc(Cl)cn1 (centres undefined) | -8 | 9 | -6 | 2.1 | 0 | 0 | 22 | -7 | -1 | 3 | 0.7
Cc1csc(NC(=O)C2CCN(S(=O)(=O)c3cccs3)CC2)n1 | -7 | -10 | -10 | -0.1 | 2 | -5 | -1 | 6 | 6 | -9 | 0.0
Cc1ccc(N2C(=O)NC(NC(=O)C3CC3)(C(F)(F)F)C2=O)cc1 (centres undefined) | -3 | -55 | 1 | 0.0 | -4 | -14 | 9 | -13 | -9 | -11 | -1.0
COc1ccc(C(=O)Nc2cc(C)on2)cc1S(=O)(=O)N1CC(c2ccccc2)CC1=O (centres undefined) | -12 | 15 | 18 | 0.1 | 2 | 6 | -16 | -12 | -3 | 6 | -0.5
CN(C(=O)COC(=O)c1c2c(nc3ccccc13)/C(=C/c1cccc([N+](=O)[O-])c1)CCC2)C1CCS(=O)(=O)C1 (centres undefined) | -30 | 8 | -15 | -0.8 | 2 | 32 | 2 | -12 | -50 | 23 | 1.2
CS(=O)(=O)c1ccc(Cl)c(NC(=O)COC(=O)CNC(=O)c2cccs2)c1 | -5 | 3 | 19 | -0.2 | -3 | 14 | -25 | -13 | 12 | -23 | 1.0
C/C(=N\NC(=O)CC1N=C(Cc2ccccc2)NNC1=O)c1ccc(Br)cc1 (centres undefined) | 12 | 13 | 6 | 0.0 | -2 | 26 | -15 | 6 | -14 | 12 | -0.4
O=C(CCc1ccccc1)N/N=C/c1cc(Br)ccc1O | 28 | 8 | -8 | 0.4 | 1 | 43 | 0 | -39 | -15 | 74 | -0.9
CS(=O)(=O)N(CCc1ccccc1)CC(=O)NCc1ccccc1 | 8 | 1 | 0 | -0.2 | 0 | 5 | 9 | 3 | -2 | -21 | -0.9
Cc1sc2ncn3cnnc3c2c1C | 8 | 11 | 0 | 0.4 | 2 | -5 | 8 | -11 | 28 | -1 | -0.3
CC(=O)c1ccc2c(c1)OCCOCCOCCOCCOCCO2 | nt | 20 | 5 | -0.1 | 1 | 17 | 5 | 5 | 87* | 3 | 2.6
COC(=O)C1=C(N)Oc2cc(C)n(Cc3cccnc3)c(=O)c2C1c1ccc(OC)c(OC)c1 (centres undefined) | -2 | 20 | 0 | -0.4 | 2 | 11 | -3 | 5 | -11 | -19 | -0.9
N#Cc1ccc(-c2csc(-c3ccno3)n2)cc1 | nt | -85 | 16 | -0.1 | -3 | -39 | -40 | -16 | -20 | nt | 1.7
Cc1cccc(C(=O)NC(CC(=O)O)c2ccc(OC3CCCC3)cc2)c1[N+](=O)[O-] (centres undefined) | 1 | 20 | -6 | 0.0 | -3 | 1 | -19 | -7 | 14 | 0 | -0.6
CC(=O)N1CCN2C(=O)C1CCCC(=O)c1cc(C)ccc12 (centres undefined) | 5 | 7 | -3 | 3.1 | -1 | 5 | -16 | 4 | 1 | 4 | 4.0
CC(=O)c1cccc(NC=C2C(=O)OC3(CCCCC3)OC2=O)c1 | 6 | -6 | 1 | 0.0 | 4 | 12 | -9 | -3 | -4 | -9 | -2.0
CCCN1CCN(CCCNC(=O)C(CC)n2nc(C)c3sc4ccccc4c3c2=O)CC1 (centres undefined) | 4 | 10 | 0 | 0.1 | 0 | 17 | 4 | 10 | 13 | -9 | -0.4
COc1ccccc1C(=O)Nc1ccnn1C1CCN(Cc2cc(C)c(C)cc2C)CC1 | -1 | 14 | -14 | -0.2 | -1 | 30 | 2 | -40 | -7 | 45 | -0.3
Cc1ccc(C(=O)N/C(=C\c2cccs2)C(=O)NC2CCCCC2)cc1 | 16 | -1 | 2 | -0.1 | 0 | -4 | 4 | -18 | -3 | -8 | 0.9
OCCN1CCN(c2nc(NCc3ccco3)c3ccccc3n2)CC1 | -13 | 22 | -3 | 0.1 | 2 | 11 | 13 | -2 | -4 | -21 | 0.8
COc1ccc(NC(=O)c2ccc(NC(=O)CN3CCN(c4ccccc4)CC3)cc2)cc1 | 2 | -4 | -12 | 0.5 | nt | 8 | 9 | 23 | 0 | -19 | 2.1
CCc1sc(C(=O)Nc2ccccc2N2CCOCC2)cc1C | 0 | -24 | 3 | -0.4 | -3 | -10 | 14 | 17 | 0 | -5 | 1.5
COCCOc1cc(COC)nc(-c2cccc(C)c2)n1 | 6 | 14 | -6 | -0.1 | 3 | 10 | -7 | -33 | -5 | 7 | -0.6
O=c1c2c(nc3cc(-c4ccc(Cl)cc4)[nH]n13)CCS2 | -58 | -131 | 12 | 0.2 | -1 | -211 | -38 | -206 | 73* | -108 | -2.6
COc1ccc(OC)c(S(=O)(=O)NCCCc2ccccc2)c1 | 3 | 11 | 5 | 0.0 | 5 | 1 | -6 | -4 | 18 | 1 | -0.6
Cc1cccn2c(=O)c(/C=C(\C#N)C(=O)NCc3ccco3)c(N3CCCCC3)nc12 | 9 | 26 | 2 | -0.1 | 2 | 11 | 14 | 0 | 6 | 5 | 0.3
O=C(COC(=O)c1cccc(C(=O)OCC(=O)NC2CCCCC2)n1)NC1CCCCC1 | -4 | 5 | 2 | 0.1 | 0 | 4 | -7 | -3 | 18 | -11 | 6.0
COc1ccccc1-c1nc(-c2ccc(C(=O)O)cc2)no1 | -14 | -142 | -14 | 0.0 | 2 | -109 | 16 | -79 | -15 | -7 | -1.8
COc1cccc2sc(N(CCCN(C)C)C(=O)c3ccc(S(=O)(=O)N4CCCc5ccccc54)cc3)nc12 | 19 | 10 | -16 | 2.4 | 2 | 54* | 5 | -15 | 4 | -12 | -0.3
O=C(NCC1CCCN(Cc2nccs2)C1)c1cccc2ccccc12 (centres undefined) | 6 | 18 | 4 | -0.1 | 1 | 12 | 6 | 1 | 4 | 8 | -0.3
CC(OC(=O)CCN=C1NS(=O)(=O)c2ccccc21)C(=O)NCc1ccccc1 (centres undefined) | 8 | 15 | 8 | 0.0 | 0 | -11 | 0 | 3 | -4 | -2 | 0.0
CC[C@H](C)C(N)c1cn(C(CCCN=C(N)N)C(=O)N2CCNCC2)nn1 (some centres undefined) | 5 | 9 | 2 | -0.1 | 2 | 5 | 14 | -3 | 10 | -3 | -3.0
Cc1cccc(CC(=O)NCC(=O)NCc2cc(=O)n(C)c(=O)n2C)c1 | -7 | 6 | 5 | 0.1 | -4 | -11 | -4 | 12 | 7 | 2 | -0.1

Structures listed so far shown as hits in TWEAK Fn14 block:
Molecule | MITF TRPM1 inh | HIF-2a inh | aDG glyco act | NR2E3 ag-1 | Peg3 promoter | CF NFkB block | NR2E3 ag-2 | TWEAK Fn14 block | Shn3 3UTR inh
CC(=O)c1ccc2c(c1)OCCOCCOCCOCCOCCO2 | nt | 20 | -0.1 | 1 | 17 | 5 | 5 | 87* | 3
O=c1c2c(nc3cc(-c4ccc(Cl)cc4)[nH]n13)CCS2 | -58 | -131 | 0.2 | -1 | -211 | -38 | -206 | 73* | -108

Remaining list, next part:
Structure | MITF TRPM1 inh | HIF-2a inh | KKLEB tox | aDG glyco act | NR2E3 ag-1 | Peg3 promoter | CF NFkB block | NR2E3 ag-2 | TWEAK Fn14 block | Shn3 3UTR inh | iPSC survival up
Cc1cccc(-c2nnc(SCC(=O)N3CCCC3)o2)c1 | -74 | -176 | 2 | -0.1 | 4 | -176 | -8 | -60 | 7 | -56 | -0.2
CCCc1nc2ccccc2c(C(=O)OCC(=O)Nc2cccc(S(=O)(=O)N3CCOCC3)c2)c1CC | 5 | 10 | 2 | 0.0 | 2 | 53* | 7 | 36 | 61* | 29 | -1.5
C=CCc1c(O)c(CC)cc2c(C)cc(=O)oc12 | 15 | 3 | -24 | -0.1 | 0 | 8 | 27 | 4 | -7 | -10 | 2.2
COc1cccc(NC(=O)[C@@H]2CCCN2C(=O)[C@@H]2Cc3ccccc3CN2C(=O)OC(C)(C)C)c1 | -9 | -46 | 10 | 0.1 | 0 | -38 | -1 | -28 | -4 | -18 | -0.3
COc1ccc(-c2csc(Nc3ccc(C)cn3)n2)cc1 | -48 | -296 | -6 | -0.1 | 2 | -325 | -15 | -137 | 18 | -94 | -0.6
Cc1c(Cl)cccc1NC(=O)Nn1cnnc1 | 6 | 11 | 15 | 0.0 | nt | 3 | -2 | -14 | 7 | 16 | 0.3
CCn1c(C)c(C(C)=O)c(N2CCN(c3ccccn3)CC2)nc1=S | -1 | 10 | -12 | 0.2 | 2 | -8 | 4 | 4 | -8 | 23 | -2.6
CCc1cc(/C(Cc2ccc3ccccc3n2)=N\O)c(O)cc1O | 14 | -120 | -4 | 0.3 | -1 | -93 | -1 | -78 | 27 | 25 | -1.2
S=C(c1c[nH]c2ccccc12)N1CCCC1 | 5 | 18 | 8 | 0.4 | -1 | 2 | 4 | -27 | -11 | 7 | 0.9
COc1cc(CC(=O)OCC(=O)c2ccc3c(c2)OCCO3)cc(OC)c1OC | 41 | 15 | 1 | 0.8 | 1 | -43 | 8 | 14 | -17 | 18 | -1.4
